# From PubChem
# MsrA inhibitor – bovine MsrA enzyme inhibitors, primary screen, biochemical, absorbance, HTS; purified bovine MsrA, absorbance read-out; inhibition, % at 15.5 µM; 360,000 compounds, 0.75% hits; AID 651718, 2012; in the data active = inhibition above about 4.5%;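 note: 0% = vehicle wells with enzyme and 100% = reference inhibitor wells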
# An asterisk follows results filed as active. Not all compounds are listed; rates above refer to the full screens.
SMILES,MsrA inhibitor
CC(=O)C1=C(C)N(Cc2ccc(F)cc2)C(=S)NC1c1ccccc1 (configuration not stated),0.8
O[C@@H](Cc1ccccc1)[C@@H](/C=C/c1ccccc1)N(Cc1ccccc1)Cc1ccccc1,0.2
CC(C)=CCCC1=CC[C@H]2[C@@H](C1)C(C(C)C)=CC(=O)[C@@]2(C)O,0.6
C=CC[C@]12C[C@@]3(O[C@H](C4CCCCC4)N=C3C[C@H](c3ccc(OC)cc3)[C@H]1C)N(Cc1ccncc1)C2=O,-0.9
CCC(C(=O)O)n1nnc(-c2ccc(OCc3ccccc3)c(OC)c2)n1 (configuration not stated),0.7
Cc1ccc(/C=C/C(=O)c2ccc([N+](=O)[O-])o2)cc1,2.1
Cc1cccc2c(Cl)cc(=O)[nH]c12,1.5
COc1cc2c(c3c1c(=O)c1ccccc1n3C)C=CC(C)(C)O2,0.9
COC(=O)C1=C(C)N(Cc2ccc(C(F)(F)F)cc2)C(=NCc2ccc(C(F)(F)F)cc2)NC1c1cccc(F)c1 (configuration not stated),-3.0
COC(=O)C1=C(C)N(Cc2cccc(C(F)(F)F)c2)C(=NCc2cc(OC)c(OC)c(OC)c2)NC1c1ccc(F)cc1 (configuration not stated),-2.8
CSC1=Nc2ccccc2N=C(N2CCCC2)C1,0.2
CC(=O)N1CCN(c2ccc(N3CCN(C(C)=O)[C@H](C)C3)c(C)c2)[C@H](C)C1,1.0
COC(=O)[C@]12C[C@H](CC(=O)N3CCN(C(=O)C4CC4)CC3)C(=O)N(Cc3ccccc3)C1=C[C@H](C(C)(C)C)O[C@@H]2C,-0.2
COc1ccc(-c2cc(-c3ccccc3)c(-c3ccccc3)nn2)cc1,-1.5
OCCN1CN(c2ccccc2)C(=S)N(c2ccccc2)C1,0.5
CCOC(=O)C1=C(C)NC(C)=C(C(=O)OCC)C1c1nc2ccccc2[nH]1,0.0
COc1ccc(S(=O)(=O)N2CCCc3nc(C)c(C)cc32)cc1,0.6
COc1cc(CNc2cccc3c2S(=O)(=O)N([C@H](C)c2ccccc2)C[C@@H](COCc2ccccc2)O3)cc(OC)c1OC,1.3
CCOC(=O)C1CSCCS(=O)(=O)N1Cc1ccc(Br)cc1 (configuration not stated),1.3
CC(C)(C)S(=O)(=O)N1Cc2cc(CO)ccc2[C@@H]1CCO,1.1
COC(=O)C1=C(C)N(CC(C)C)C(=S)NC1c1ccc(Cl)cc1 (configuration not stated),-0.1
O=C([O-])c1cc(-c2ccccc2)cc(-c2ccccc2)[n+]1Cc1ccccc1,0.9
Cc1cc(C)c(NC(=O)c2sc3nc(C)[nH]c(=O)c3c2C)c(C)c1,0.7
Cc1ccc2nc(CN(C)C(=O)[C@H]3O[C@@H](n4cnc(C(N)=O)n4)[C@H](O)[C@@H]3O)[nH]c2c1,-0.4
COC(=O)C1=C(C)N(Cc2cccc(C(F)(F)F)c2)C(=NCc2ccc3c(c2)OCO3)NC1c1ccccc1C(F)(F)F (configuration not stated),-1.8

# The list goes on:
SMILES,MsrA inhibitor
O=C(C(=O)N1CCN(C(=O)c2ccccc2C(F)(F)F)CC1)c1cccc(C(F)(F)F)c1,-0.2
O=S1(=O)c2ccc(Br)cc2OC[C@H](c2ccccc2)N1Cc1ccccc1,-0.1
COC(=O)C1=C(COc2ccccc2)NC(=O)NC1c1ccc(Cl)cc1 (configuration not stated),-0.1
COc1cccc(NC(=O)N(C)C[C@H]2OCc3ccccc3-c3c(n(C)c4ccccc34)C(=O)N([C@H](C)CO)C[C@H]2C)c1,-0.7
COC(=O)c1cc2c(c3c4ccccc4n(S(=O)(=O)c4cccc(C)c4)c13)C(=O)N(Cc1ccccc1OC)C2,0.9
O=C(c1cccs1)n1nc(-c2ccco2)nc1SCc1ccccc1,-1.5
C[C@@H]1CCCCO[C@@H](CN(C)C(=O)CCC(F)(F)F)[C@@H](C)CN([C@H](C)CO)C(=O)c2cc(NS(=O)(=O)c3cccs3)ccc2O1,-0.4
O=C(O)CCCCN1C(=O)C=CC1=O,0.3
Cc1cc(N2CCN(C(=O)OC(C)(C)C)C[C@@H]2C)ccc1N1C[C@@H](C)O[C@@H](C)C1,-0.4
COc1cccc(C(=O)NCC2CCN(C(=O)C(=O)c3cc4ccccc4o3)CC2)c1,1.8
CC(C)CNC(=O)NC(=O)COC(=O)c1cc([N+](=O)[O-])ccc1NCc1ccccc1Cl,-0.3
Cc1cccc(C)c1[N+](=O)[O-],1.0
O=C(N/N=C/c1cc(Br)cc(Br)c1O)c1ccncc1,0.2
CC(c1ccco1)N(C(=O)c1ccc(Cl)s1)c1ccccn1 (configuration not stated),0.3
COc1ccc(C2CC(=O)C(c3cccc(OC)c3)=CN2Cc2ccccc2)cc1 (configuration not stated),-0.7
Cc1cc(NN=Cc2ccccn2)nc2c(C)cccc12,-0.6
COc1ccc(Sc2cccc3c2S(=O)(=O)N([C@H](C)c2ccccc2)C[C@@H](COCc2ccccc2)O3)cc1OC,0.1
CC(C)Cn1c(N)c(C(=O)COC(=O)c2cc(C3CC3)nc3ccccc23)c(=O)n(C)c1=O,0.3
Cc1n[nH]c(=S)c2nn(-c3cccc(Cl)c3)c(C)c12,0.8
Nc1ncnc2c1ncn2[C@@H]1O[C@H](C(=O)N[C@@H](CCc2ccccc2)C(=O)N2CCN(C(=O)N3CCOCC3)CC2)[C@@H](O)[C@H]1O,0.4
Cc1cc(C)nc(NC(N)=NC(C)c2ccccc2)n1 (configuration not stated),1.7
COc1ccc(/C=N/NC(=S)Nc2ccccc2)cc1COc1ccccc1F,3.0
Cc1ccc(CNC(=O)CCCCCNc2nc(=S)[nH]c3ccccc23)cc1,0.4
CCOC1=C2CN(S(=O)(=O)c3ccccc3)[C@@H](c3ccccc3)C[C@H]2[C@H]2C(=O)N(c3ccccc3)C(=O)[C@H]2C1,0.4
O=S(=O)(Nc1cc(Sc2cccc3cccnc23)c(O)c2ccccc12)c1ccc(F)cc1,2.4

# Remaining list, next part.
SMILES,MsrA inhibitor
CCCC(=O)OC[C@H]1CN(C2CCCC2)S(=O)(=O)c2c(Oc3ccc(F)cc3OC)cccc2O1,0.0
COC(=O)[C@@H](Cc1ccccc1)N[C@H](/C=C/c1ccccc1)[C@@H](O)Cc1ccccc1,-0.6
O=c1[nH][nH]c2c([N+](=O)[O-])ccc(F)c12,-0.3
COC(=O)C1=C(C)N(C)C(=NCc2cccc(C(F)(F)F)c2)NC1c1ccccc1 (configuration not stated),0.5
CCCCn1c2ccccc2c2nnc(SCC(=O)NC3=NN=C(c4ccccc4)CS3)nc21,1.5
O=C1[C@@H]2CSCCS(=O)(=O)N2C(=O)N1C1CCCCC1,-1.9
CSc1ccc(SC2CN(Cc3ccc(C)cc3)S(=O)(=O)C2)cc1 (configuration not stated),1.2
COc1ccccc1CNS(=O)(=O)c1ccc(F)cc1Br,0.4
CCOC(=O)[C@@H]1CSCCS(=O)(=O)N1Cc1ccc(C(F)(F)F)cc1,-0.5
Brc1cccc(CN2CCN(c3ncc(Cc4ccccc4)cn3)CC2)n1,-1.5
O=C(CCNC(=O)c1ccccc1)N=Nc1c(O)[nH]c2ccccc12,-0.2
COCCNC(=S)N(C)[C@H]1C[C@H]2c3[nH]c4c(-c5ccccc5)cccc4c3CCN2C(=O)[C@H]1[C@H](C)O,-0.2
COc1ccc(/C(C)=N/Nc2nc3ccccc3n3cnnc23)cc1OC,-0.5
CC[n+]1c(/C=C/c2c[nH]c3ccccc23)ccc2cc(C)ccc21,2.2
CC(C)c1ccc(-c2c(C#N)c(N)nc(SCC(=O)N3CCCCCC3)c2C#N)cc1,0.9
Cc1ccccc1Br,0.7
COC(=O)[C@]12C[C@H](CC(=O)N3CCN(C(=O)c4ccco4)CC3)C(=O)N(Cc3ccccc3)C1=C[C@H](C(C)(C)C)O[C@@H]2C,0.1
CC(=O)Oc1cc(C)c(Cl)c2c(OC(C)=O)cc(C(C)=O)c(O)c12,-1.1
CN(C)c1cccc2c(S(=O)(=O)NC(=O)[C@H]3O[C@@H](n4ccc(=O)[nH]c4=O)[C@H](O)[C@@H]3O)cccc12,1.1
COC(=O)C1=C(C)N(Cc2cccc(C(F)(F)F)c2)C(=NCc2ccccc2C(F)(F)F)NC1c1cccc(C(F)(F)F)c1 (configuration not stated),-2.1
CC(C)CC(=O)N1CC(C)N(C(=O)CC(C)C)CC1C (configuration not stated),-0.1
COC(=O)[C@]12C[C@H](CC(=O)NCc3ccc(OC)c(OC)c3)C(=O)N(CCC3=CCCCC3)C1=C[C@H](C(C)(C)C)O[C@@H]2C,-0.5
COc1cc(C(=O)O)ccc1OCc1ccccc1,0.8
COc1ccc(-c2nc3c(C)cc(Br)cn3c2Cc2ccccc2C(F)(F)F)cc1OC,0.3
Cc1cc(O)cc(=O)n1-c1cc(C(F)(F)F)cc(C(F)(F)F)c1,0.1

# Later entries:
SMILES,MsrA inhibitor
CC(C)N(C[C@@H]1CSCCS(=O)(=O)N1)C1CCCCC1,-0.3
CCCCCCCCCCCCOC(=O)C[N+](C)(C)C,-1.1
COc1ccc([C@H]2Oc3cc(O)cc(O)c3C(=O)C2[C@@H]2C(=O)c3c(O)cc(O)cc3O[C@@H]2c2ccc(OC)cc2)cc1 (some centres not stated),4.0
COC(=O)[C@]12C[C@H](CC(=O)NCCCN3CCCC3=O)C(=O)N(Cc3ccc4c(c3)OCO4)C1=C[C@H](COCc1ccccc1)O[C@@H]2C,-0.1
O=C(CNSc1ccc([N+](=O)[O-])cc1[N+](=O)[O-])OCc1ccccc1,0.9
O=C(C1CC2CCC1C2)N1CCN(Cc2ccc3c(c2)OCO3)CC1 (configuration not stated),-0.1
COC(=O)C1=C(C)N(C)C(=NCc2ccccc2)NC1c1ccccc1C(F)(F)F (configuration not stated),-0.2
COc1ccccc1CCn1cnc(-c2ccc(F)cc2F)c1CC(C)C,-0.2
Cc1cc2c(c(=O)o1)[C@@]1(C(=O)N(C)c3cc(Br)ccc31)C1=C(CCCC1=O)O2,0.7
Cc1ccccc1C(=O)N[C@H](C(=O)N1CCC[C@H]1C(=O)NCCc1ccccc1Cl)C(C)C,-0.1
COc1ccc(NC(=O)COC(=O)c2c(F)cccc2Cl)cc1OC,-0.4
N#C/C(C(N)=O)=c1/ccc2c(c1)N1C3=C(CCCC3)CC3CCCCC31N=2 (configuration not stated),0.4
Cc1cc(NCCc2c[nH]c3ccccc23)ccc1Nc1cccnc1,0.2
O=S(=O)(NCc1ccc(Cl)cc1)c1ccc(Br)cc1C1CC[C@@H](O)C1 (some centres not stated),0.7
CCOC(=O)CN1CCCc2nc(C)c(C)cc21,0.2
CC(C)C1=CC2C3C(=O)N(c4ccccc4)C(=O)C3C1C(=O)C2(C)O (configuration not stated),-0.7
COc1c(Br)cc2c(C)c(C(=O)N3CCOCC3)oc2c1Br,-1.5
C=CCN1C[C@H](COC(=O)c2cccc(C)c2)Oc2cccc(F)c2S1(=O)=O,-1.3
CCOc1ccc(C2C(C(=O)C3CC3)N3C=C(C#N)C=CC3C2(C#N)C#N)cc1 (configuration not stated),0.8
C#CCNC(=O)C[C@H]1C[C@@]2(C(=O)OC)C(=C[C@H](C(C)(C)C)O[C@@H]2C)N(CCc2ccc(OC)c(OC)c2)C1=O,0.6
CCOC(=O)C1=CCN(S(=O)(=O)c2ccc(Cl)cc2)C1c1cccc(Cl)c1 (configuration not stated),0.7
CN1CCCCC(NC(=O)c2ccc3ccccc3c2)C1=O (configuration not stated),-0.4
COC(=O)c1ccc2nc(-c3ccc(OC)c(OC)c3)c(Cc3ccccc3C(F)(F)F)n2c1,-0.3
CC1(C)OC(=O)C2=C(CC(CCc3ccccc3)OC2c2cccc(C(F)(F)F)c2)O1 (configuration not stated),-0.1
COc1cc(OC)c(/C=C2\C(=O)Nc3ccccc32)c(OC)c1,2.6

# Additional entries.
SMILES,MsrA inhibitor
NC(=O)c1c(N)[nH]c(C(=O)c2ccccc2)c1-c1ccc(Cl)cc1Cl,1.1
COCC(=O)NCC1CCN(C(=O)C(=O)c2cccs2)CC1,0.2
O=C1NC(Cc2ccc(O)cc2)c2nc3ccc(Cl)cc3c(=O)n2-c2cc(Cl)ccc21 (configuration not stated),0.9
Cc1cc2c(nc1C)CCCN2C,0.5
COC(=O)c1ccc(S(=O)(=O)c2ccc(C(=O)OC)s2)s1,-0.4
C[C@@H]1CN([C@@H](C)CO)C(=O)CCCn2cc(nn2)CO[C@H]1CN(C)C(=O)c1ccc(N2CCN(C)CC2)cc1,2.0
O=C(Oc1cccc2cccnc12)c1cccc(N2C(=O)C3C4CCC(C4)C3C2=O)c1 (configuration not stated),0.5
COc1cccc(C(=O)N[C@H](C(=O)N2CCC[C@H]2C(=O)NCc2ccccc2)C(C)C)c1,-1.4

# Gathered by group: those above with two or more sulfur atoms (eleven)
SMILES,MsrA inhibitor
CCOC(=O)C1CSCCS(=O)(=O)N1Cc1ccc(Br)cc1 (configuration not stated),1.3
O=C(c1cccs1)n1nc(-c2ccco2)nc1SCc1ccccc1,-1.5
C[C@@H]1CCCCO[C@@H](CN(C)C(=O)CCC(F)(F)F)[C@@H](C)CN([C@H](C)CO)C(=O)c2cc(NS(=O)(=O)c3cccs3)ccc2O1,-0.4
COc1ccc(Sc2cccc3c2S(=O)(=O)N([C@H](C)c2ccccc2)C[C@@H](COCc2ccccc2)O3)cc1OC,0.1
O=S(=O)(Nc1cc(Sc2cccc3cccnc23)c(O)c2ccccc12)c1ccc(F)cc1,2.4
CCCCn1c2ccccc2c2nnc(SCC(=O)NC3=NN=C(c4ccccc4)CS3)nc21,1.5
O=C1[C@@H]2CSCCS(=O)(=O)N2C(=O)N1C1CCCCC1,-1.9
CSc1ccc(SC2CN(Cc3ccc(C)cc3)S(=O)(=O)C2)cc1 (configuration not stated),1.2
CCOC(=O)[C@@H]1CSCCS(=O)(=O)N1Cc1ccc(C(F)(F)F)cc1,-0.5
CC(C)N(C[C@@H]1CSCCS(=O)(=O)N1)C1CCCCC1,-0.3
COC(=O)c1ccc(S(=O)(=O)c2ccc(C(=O)OC)s2)s1,-0.4
